phage Ecoli inh: growth loss of phage-infected E. coli, primary screen, RecBCD inhibitor project, absorbance, with phage, HTS. inhibition, % at 11.9 µM. hit rate 0.26% among 360,000; in the data active means inhibition above about 11%
MITF act: activators of MITF-driven TRPM1 promoter reporter, primary screen, cell-based, SK-MEL-5, luciferase, single point; SK-MEL-5 TRPM1-promoter luciferase, 24 h; % of positive control, neutral wells = 0; hit rate 0.75% among 300,000; activation, % at 12.5 µM;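 active means mean activation of at least 80% with every replicate also reaching 80%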;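 further: 0% = neutral control wells and 100% = parthenolide positive control wells; values of inactives mirror those of a sister screen read the other way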
AddAB inh: growth inhibition of E. coli expressing H. pylori AddAB, primary screen, AddAB inhibitor project, absorbance. hit rate 0.29% among 330,000. inhibition, % at 11.9 µM; in the data active means inhibition above about 12%;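 further: 0% = vehicle wells of infected cells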
E coli growth: E. coli V3065 growth inhibition, primary screen, counter-screen for AddAB inhibitor project, absorbance, OD600; 18 h; inhibition, % at 11.9 µM; hit rate 0.27% among 330,000;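 active means inhibition above the campaign's mean inhibition across all tested compounds plus 3 SD, cut at about 9.9% in these data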;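 further: uninfected addAB+ strain grown without phage in ampicillin broth; 0% = DMSO wells and 100% = ciprofloxacin 0.95 µg/ml wells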
SR-BI DiI-HDL act: activators of SR-BI mediated DiI-HDL uptake, primary screen, ldlA[mSR-BI] CHO cells, DiI fluorescence | 3 h; 100 = double the neutral-control signal | activation, % at 12.5 µM | hit rate 0.096% among 320,000 | AID 504775, 2011;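 active means mean replicate activation of at least 60% and every replicate at or above 60%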;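 further: 0% = median plate neutral-control signal and 100% = twice that signal; values of inactives mirror those of a sister screen read the other way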
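Material: SR-BI-overexpressing, LDLR-lacking CHO cells; schedule: compound exposure 3 h, 37 °C; reagent: DiI-labelled HDL at 10 µg/mL final; technique: bottom-read fluorescence, 550/595 nm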
CAL PDZ FP-1: CAL PDZ peptide-binding inhibitors, primary screen, biochemical, fluorescence polarization, Cer-tagged CAL PDZ, HTS | Golgi-associated PDZ and coiled-coil motif-containing protein (Homo sapiens), Q9HD26 | purified CAL PDZ, TMR-peptide fluorescence polarization, 1 h | inhibition, % at 20 µM | hit rate 0.02% among 330,000 | AID 504414, 2011;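 active means highest replicate inhibition of at least 40%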;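 further: plate controls were DMSO neutral control wells for no effect and unlabeled competitor peptide control wells for full effect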
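Material – purified CerCALP PDZ construct · Detection – FP readout, S and P plane fluorescence · Measure – percent inhibition from loss of millipolarization · Controls – unlabelled peptide for full inhibition, DMSO wells as neutral · Probe or stimulus – TMR-labelled reporter peptide T*-PRC34 bound in PDZ groove · Times – 1 h at RT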
CAL PDZ FP-2: untagged CAL PDZ binding inhibitors, primary screen, biochemical, fluorescence polarization, HTS; hit rate 0.92% among 300,000; AID 602252, 2012; Golgi-associated PDZ and coiled-coil motif-containing protein (Homo sapiens), Q9HD26; inhibition, % at 24.9 µM; purified CAL PDZ, TMR-peptide fluorescence polarization, 1 h;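 active means mean inhibition of at least 30% with at least half of replicates also reaching 30%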;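 further: 0% = DMSO neutral control and 100% = excess unlabeled competitor peptide PRC23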
SR-BI HDL uptake: inhibitors of SR-BI mediated HDL lipid uptake, primary screen, ldlA[mSR-BI] cells, fluorescence, single point | Scavenger receptor class B member 1 (Mus musculus), Q61009 | ldlA[mSR-BI] CHO cells, DiI-HDL uptake fluorescence, 3 h | inhibition, % at 12.5 µM | hit rate 0.96% among 320,000 | AID 488896, 2010;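 active means mean replicate inhibition of at least 70% and a set share of replicates each scoring 70 or more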;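 further: 0% = median of neutral control wells and 100% = median of positive control wells; values of inactives mirror those of a sister screen read the other way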
Target sequence (Q61009 whole entry, looked up): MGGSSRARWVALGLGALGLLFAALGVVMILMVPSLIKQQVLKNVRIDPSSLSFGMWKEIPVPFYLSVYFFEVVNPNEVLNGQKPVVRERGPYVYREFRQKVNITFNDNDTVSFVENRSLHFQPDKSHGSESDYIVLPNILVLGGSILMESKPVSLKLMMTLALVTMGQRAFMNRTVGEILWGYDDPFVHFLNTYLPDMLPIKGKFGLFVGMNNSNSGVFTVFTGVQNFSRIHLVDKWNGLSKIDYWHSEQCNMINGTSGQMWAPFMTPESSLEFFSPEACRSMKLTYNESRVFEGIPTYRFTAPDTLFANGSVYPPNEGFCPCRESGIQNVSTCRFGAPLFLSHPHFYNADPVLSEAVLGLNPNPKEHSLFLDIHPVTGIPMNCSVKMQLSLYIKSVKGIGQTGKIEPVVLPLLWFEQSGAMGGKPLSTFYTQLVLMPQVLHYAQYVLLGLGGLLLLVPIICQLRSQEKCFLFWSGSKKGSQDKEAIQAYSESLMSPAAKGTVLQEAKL
Tat export inh: E. coli Tat export inhibitors, primary screen, MC4100, TorA-mCherry reporter, fluorescence, single point | hit rate 0.036% among 340,000 | inhibition, % at 10 µM;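 active means mean replicate inhibition at least 50% and at least half of replicates individually reaching 50%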;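 further: exported cargo escapes ClpAP degradation while cytoplasmic cargo is degraded and loses fluorescence; 0% = median of neutral control wells and 100% = median of NaSCN control wells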
Wnt bcat act: Wnt/beta-catenin pathway activators, primary screen, cell-based, plate reader, single point; Wnt/beta-catenin reporter cell assay, activator; activation, % at 9.35 µM; hit rate 1.2% among 300,000; AID 743398, 2014; in the data active means activation above about 30%, passing the limit was not always enough;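 further: 0% = neutral control wells and 100% = positive control wells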
The depositor's hits bear a star; x = not tested or not shown. Rows were taken by chance, and some 3.6% of all compounds hit somewhere here.

Start of the data: the first four compounds, ahead of the listing:
SMILES | phage Ecoli inh | MITF act | AddAB inh | E coli growth | SR-BI DiI-HDL act | CAL PDZ FP-1 | CAL PDZ FP-2 | SR-BI HDL uptake | Tat export inh | Wnt bcat act
COC(=O)/C(=C/Nc1ccccc1)[N+](=O)[O-] | 0.8 | 10 | 1.1 | 2.5 | -8 | -1.7 | 4 | 8 | -5 | -9
CCn1nc(NC(=O)CC(C)C)c2cc3ccc(C)cc3nc21 | 2.0 | -12 | 0.8 | 1.6 | -13 | -1.1 | 1 | 13 | 2 | 1
CCc1ccc(C2CC(=O)N(c3ccc(F)cc3)C3=C2C(=O)OC3)cc1 (centres undefined) | 0.1 | -12 | 2.3 | -1.4 | 7 | -1.3 | 0 | -7 | 0 | 0
CCCCN1C(=O)c2cccc3cc(O)cc(c23)C1=O | -0.8 | x | 5.7 | -1.3 | 18 | -0.7 | x | -18 | -3 | 61*

The list itself, from the first entry:
SMILES | phage Ecoli inh | MITF act | AddAB inh | E coli growth | SR-BI DiI-HDL act | CAL PDZ FP-1 | CAL PDZ FP-2 | SR-BI HDL uptake | Tat export inh | Wnt bcat act
COC(=O)/C(=C/Nc1ccccc1)[N+](=O)[O-] | 0.8 | 10 | 1.1 | 2.5 | -8 | -1.7 | 4 | 8 | -5 | -9
CCn1nc(NC(=O)CC(C)C)c2cc3ccc(C)cc3nc21 | 2.0 | -12 | 0.8 | 1.6 | -13 | -1.1 | 1 | 13 | 2 | 1
CCc1ccc(C2CC(=O)N(c3ccc(F)cc3)C3=C2C(=O)OC3)cc1 (centres undefined) | 0.1 | -12 | 2.3 | -1.4 | 7 | -1.3 | 0 | -7 | 0 | 0
CCCCN1C(=O)c2cccc3cc(O)cc(c23)C1=O | -0.8 | x | 5.7 | -1.3 | 18 | -0.7 | x | -18 | -3 | 61*
CC1(C)CC(=O)C(N=Nc2ccc(S(=O)(=O)N3CCOCC3)cc2)=C(O)C1 | 2.1 | -4 | 0.9 | 0.8 | x | -2.5 | 0 | x | -1 | 2
CCOC(=O)N1CCC(NC(=O)c2cc(S(=O)(=O)NCCc3ccccc3)ccc2F)CC1 | 4.2 | 1 | 4.9 | 1.3 | -17 | 0.1 | 0 | 17 | 0 | -1
COc1ccc(-c2csc3ncnc(N4CCN(c5ccccc5OC)CC4)c23)cc1 | -0.5 | 7 | 3.1 | -0.3 | -14 | -1.3 | -2 | 14 | -6 | -5
CN(C)S(=O)(=O)n1cnc(C(CCO)c2ncn(S(=O)(=O)N(C)C)c2CCCO)c1 (centres undefined) | -0.2 | -7 | 1.7 | 3.1 | 12 | -0.1 | -6 | -12 | 0 | -1
CCCc1[nH]nc2c1C1(C(=O)N(C(C)C)c3ccccc31)C(C#N)=C(N)O2 (centres undefined) | -0.8 | 0 | 0.6 | 0.2 | -2 | -3.1 | -3 | 2 | -8 | -3
O=C(Nc1ccc(O)c2c(=O)cc(-c3ccccc3Cl)oc12)c1cccs1 | 2.8 | 8 | 2.8 | 0.8 | -8 | -1.4 | -2 | 8 | -6 | -4
Cc1ccc(C(=O)Nc2sc(C(=O)N(C)C)c(C)c2C#N)cc1 | 1.8 | 6 | 0.3 | -1.9 | -12 | -0.3 | 1 | 12 | 0 | -2
COc1ccc(NC(=S)N2CCCC2)cc1OC | 2.6 | 1 | -0.8 | 0.5 | 33 | -1.3 | x | -33 | -5 | -1
C[C@H](CO)N1C[C@H](C)[C@@H](CN(C)S(=O)(=O)c2ccc(F)cc2)Oc2c(NS(=O)(=O)c3ccccc3)cccc2C1=O | 1.7 | 2 | 1.7 | -2.0 | 9 | 0.2 | -1 | -9 | -2 | 11
COc1cc2ncnc(NCc3ccc(C)o3)c2cc1OC | 4.9 | -2 | -1.4 | 0.8 | 15 | -1.6 | x | -15 | 17 | -1
O=c1c2oc3ccccc3c2[nH]c(=S)n1-c1ccccc1 | 3.8 | -9 | 2.4 | 2.2 | x | 0.2 | -2 | x | -8 | x
c1ccc(-c2nnc(CSc3nc4ccccc4[nH]3)o2)cc1 | -2.6 | x | 2.6 | -2.1 | 28 | -5.3 | -1 | -28 | 0 | -5
COc1ccc(N(C(=O)Cc2cccs2)C2C=CS(=O)(=O)C2)cc1 (centres undefined) | 0.1 | 10 | -2.9 | -1.8 | 43 | 0.0 | -2 | -43 | -14 | 0
CNS(=O)(=O)c1ccc(C)cc1 | 3.2 | -4 | -0.1 | 0.1 | 13 | 0.0 | -1 | -5 | -1 | -2
CCOC(=O)NC(=O)/C(C#N)=N\Nc1cccc(Cl)c1 | 0.7 | -8 | 0.2 | 0.2 | x | -2.8 | 0 | x | -4 | -2
COc1cccc(N2CCN(C3CC(=O)N(c4ccc(F)c(Cl)c4)C3=O)CC2)c1 (centres undefined) | 3.5 | 0 | 1.2 | -0.8 | 8 | -1.9 | 2 | -8 | -3 | -4
COc1ccc(CN2C(=O)c3ccccc3C2=O)cc1C(=O)N(C)CC(=O)Nc1ccc(F)cc1 | 0.0 | -2 | 1.4 | 1.4 | -30 | -1.1 | -4 | 30 | 4 | 3
COc1ccccc1Oc1ncnc2sccc12 | 1.8 | 3 | 0.6 | 2.3 | 5 | -0.5 | 3 | -5 | 1 | -1
Cc1ccc(C)c(N2CN(Cc3ccco3)CNC2=S)c1 | 4.3 | 0 | -2.6 | -1.9 | -67 | -1.9 | -2 | 67 | -2 | x
COc1ccc(Nc2nc3c(c(=O)n(C)c(=O)n3C)n2CCO)cc1 | 4.1 | 0 | 2.1 | 0.0 | x | -0.9 | -3 | x | -1 | x
CN1C(=O)C(=O)/C(=C(/O)c2ccc(Br)cc2)C1c1ccc(Cl)cc1 (centres undefined) | -0.7 | 11 | 0.8 | 1.1 | 26 | -2.3 | -7 | -26 | 4 | 0
SMILES | phage Ecoli inh | MITF act | AddAB inh | E coli growth | SR-BI DiI-HDL act | CAL PDZ FP-1 | CAL PDZ FP-2 | SR-BI HDL uptake | Tat export inh | Wnt bcat act
COc1ccc(/C=N/Nc2nc3ccccc3[nH]2)c(OC)c1OC | 1.5 | 10 | 0.2 | 0.2 | -19 | -1.0 | -6 | 19 | 3 | 4
CC(Sc1nc(-c2ccco2)nc2c1c(=O)n(C)c(=O)n2C)C(=O)O (centres undefined) | -2.6 | 0 | -0.2 | 0.8 | 2 | 0.4 | -5 | -2 | 3 | 1
CC(=O)N1CCC(C(=O)c2ccc(Cl)cc2)CC1 | 2.6 | 9 | 0.7 | -1.8 | 7 | -2.8 | 0 | -7 | 0 | -2
CC(C)(C)NC(=O)Cn1cc(C#N)c2cc(Br)ccc21 | 3.2 | 3 | 1.5 | -0.8 | -6 | -1.0 | x | 6 | 1 | x
Cc1ccc(CNC(=O)c2ccc(N3CCC4(CC3)CC(c3cccc(Br)c3)=NO4)c(NC(=O)c3ccc(Br)cc3)c2)cc1 | 2.8 | -20 | 3.9 | 1.3 | -2 | 1.2 | -5 | 2 | -8 | -5
CCN(CC)CCCNC(=S)N1CCN(c2nc(-c3ccccc3)cs2)CC1 | 1.6 | 24 | -0.2 | 0.8 | -34 | -4.9 | -1 | 34 | 1 | -4
CCOC(=O)C1CCN(C(=O)CCc2nc3sc4c(c3c(=O)[nH]2)CCCC4)CC1 | 2.3 | -7 | 3.6 | -4.5 | 7 | -1.6 | -4 | -7 | -6 | -2
COc1cc(NC(=O)c2cccs2)c(OC)cc1NC(=O)c1cccs1 | x | 2 | 5.8 | 1.0 | -27 | -1.7 | 3 | 27 | -10 | x
O=C(c1ccncc1)c1ccc(Br)cc1 | 1.6 | -3 | -0.2 | -2.3 | 21 | -1.5 | x | -21 | 0 | x
COC(=O)C1CCN(C(=O)COC(=O)c2n[nH]c3ccccc23)CC1 | 2.9 | x | 2.4 | 1.5 | -6 | -3.5 | -3 | 6 | -1 | x
CCOc1ccc(CCNC(=O)COC(=O)CNS(=O)(=O)c2ccc(NC(C)=O)cc2)cc1OCC | 2.8 | 7 | -1.0 | 0.5 | -17 | -1.9 | 10 | 17 | 12 | 3
CCn1cc([N+](=O)[O-])c(C(=O)N2CCOCC2)n1 | 0.9 | -10 | 1.2 | 2.4 | 5 | -0.4 | -4 | -5 | -6 | x
Cc1ccc(NC(=O)CNc2cccc(S(=O)(=O)N3CCCCC3)c2)cc1F | 1.0 | -53 | -2.6 | -0.1 | 16 | -1.6 | -3 | -16 | 1 | -3
COc1ccc2[nH]c(=O)c(CN(C(=O)C3CCCO3)c3ccc(C)c(C)c3)cc2c1 (centres undefined) | 1.8 | 9 | 0.2 | 0.1 | 0 | -0.5 | 48* | 0 | -2 | 2
O=C(COC(=O)c1ccc(S(=O)(=O)Nc2ccccc2)cc1)NCCC1=CCCCC1 | 5.2 | 2 | 0.8 | -0.2 | 8 | -2.3 | 0 | -8 | -1 | -4
Cc1cccc(NC(=O)CN(CC2CCCO2)C(=O)c2cc3ccccc3o2)c1C (centres undefined) | -1.0 | 6 | x | x | 34 | -1.5 | 1 | -34 | -12 | 1
CC(NC(=O)c1ccccc1SCC(=O)N1CCCC1)c1ccccc1 (centres undefined) | 2.4 | -6 | -0.7 | 2.2 | -20 | -1.7 | -8 | 20 | -9 | 0
CCN(CC(=O)NC1CCS(=O)(=O)C1)C(=O)c1cc(OC)c(OC)c(OC)c1 (centres undefined) | 2.1 | 9 | 2.0 | -0.7 | 6 | -0.3 | -7 | -6 | -9 | -2
CCCCC(CC)c1nnc(NC(=O)c2cccs2)s1 (centres undefined) | 4.7 | 7 | x | x | -12 | -0.9 | 4 | 12 | 12 | -1
COC(=O)CSc1nc(C)c(C(C)=O)cc1C#N | 1.2 | 12 | 4.4 | -0.9 | 13 | -1.2 | -1 | -13 | 2 | x
CCn1c(SCC(=O)N2CC(C)OC(C)C2)nc2c([nH]c3ccccc32)c1=O (centres undefined) | 1.2 | -31 | -0.6 | -0.3 | 4 | 0.4 | -8 | -4 | 4 | -1
N=C1/C(=C\c2ccc(-c3cccc(C(=O)O)c3)o2)C(=O)N=C2SC=C(c3ccccc3)N12 | 2.0 | 34 | -2.0 | -5.1 | x | -0.5 | -3 | x | 6 | 7
COc1ccc(OC)c(NC(=O)COC(=O)c2ccc(S(=O)(=O)N3CCOCC3)cc2)c1 | 0.1 | 2 | 1.4 | -0.6 | 2 | 0.7 | 0 | -2 | 3 | x
CCOC(=O)c1cnc2cc(C)nn2c1-c1ccccc1 | 1.7 | 6 | 2.0 | -2.2 | 20 | -2.0 | -3 | -20 | -2 | 2
CCOC(=O)c1ccccc1NC(=S)N1CCN(C2CCCCC2)CC1 | 3.0 | -10 | 0.7 | -0.1 | x | -2.8 | -2 | x | -1 | -2
COc1ccccc1NS(=O)(=O)c1cc(NC(=O)c2cc[n+]([O-])cc2)ccc1N1CCCC1 | 1.2 | 1 | 2.2 | -3.2 | 7 | x | -1 | -7 | -12 | -1
